PLCb3 inh = human PLC-beta3 inhibitors, primary screen, biochemical, fluorescence. Purified PLC-beta3, fluorogenic substrate. inhibition, % at 12.2 µM. AID 720704, 2013. 370,000 compounds, 0.18% hits. 1-phosphatidylinositol 4,5-bisphosphate phosphodiesterase beta-3 (Homo sapiens), Q01970; in the data active = inhibition above about 11%;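 also: 0% = median of compound wells on plate and 100% = full blocker control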
ADAM17 inh = ADAM17 inhibitors, primary screen, biochemical, QFRET; recombinant ADAM17, EDANS/DABCYL FRET peptide cleavage; inhibition, % at 6.95 µM; 370,000 compounds, 0.83% hits; AID 720648, 2013;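 active = inhibition above the mean of compounds lying between control limits plus 3 SD, set per campaign, cut at about 8.5% in these data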;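 also: 0% = DMSO-only wells as the low control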
Target sequence (P78536 215-824 limits assumed): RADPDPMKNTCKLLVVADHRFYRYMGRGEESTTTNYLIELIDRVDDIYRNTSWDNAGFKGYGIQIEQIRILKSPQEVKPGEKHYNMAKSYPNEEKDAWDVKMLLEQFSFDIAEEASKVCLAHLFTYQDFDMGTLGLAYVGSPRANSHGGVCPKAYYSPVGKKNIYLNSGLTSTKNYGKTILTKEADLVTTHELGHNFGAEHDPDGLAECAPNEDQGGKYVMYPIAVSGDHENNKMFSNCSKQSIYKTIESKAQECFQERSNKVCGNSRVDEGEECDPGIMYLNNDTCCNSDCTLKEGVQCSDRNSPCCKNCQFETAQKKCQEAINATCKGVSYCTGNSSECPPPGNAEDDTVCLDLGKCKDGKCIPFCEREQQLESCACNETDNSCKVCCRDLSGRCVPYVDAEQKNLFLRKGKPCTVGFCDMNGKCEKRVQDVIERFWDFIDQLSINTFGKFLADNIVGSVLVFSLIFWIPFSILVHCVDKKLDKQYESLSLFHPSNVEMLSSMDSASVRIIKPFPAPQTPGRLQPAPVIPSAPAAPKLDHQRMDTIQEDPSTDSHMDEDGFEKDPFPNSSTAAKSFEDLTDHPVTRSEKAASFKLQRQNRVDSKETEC
Tn6 DDE FP = inhibitors of Tn6 peptide binding to fibrin DD(E), primary screen, biochemical, fluorescence polarization, human fibrin, Tn6 probe | Fibrinogen beta chain (Homo sapiens), P02675 | Fibrin DD(E) TRITC-Tn6 fluorescence polarization displacement | inhibition, % at 8.3 µM | 370,000 compounds, 0.21% hits | AID 720509, 2013;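 active = inhibition above a per-campaign cutoff: mean of compounds within control limits plus 3 SD, cut at about 15% in these data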;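 also: 0% = median of all compound wells on the plate and 100% = blocking peptide control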
ADAM10 inh = human ADAM10 inhibitors, primary screen, biochemical, QFRET, HTS. recombinant ADAM10, EDANS/DABCYL FRET peptide cleavage, 3 h. inhibition, % at 7 µM. 370,000 compounds, 0.62% hits;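 active = inhibition above a per-campaign cutoff equal to the mean of compounds falling between control-based bounds plus 3 SD, cut at about 20% in these data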;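 also: 0% = DMSO wells while the 100% control is not disclosed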
TDP2 inh = human TDP2 enzyme inhibitors, primary screen, biochemical, epi absorbance, recombinant enzyme; Tyrosyl-DNA phosphodiesterase 2 (Homo sapiens), O95551; T5PNP hydrolysis, p-nitrophenol absorbance 415 nm; inhibition, % at 12.8 µM; 370,000 compounds, 0.34% hits; AID 720702, 2013;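 active = inhibition above the mean of all tested compounds plus 3 SD, set per campaign, cut at about 25% in these data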;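 also: 0% = DMSO with enzyme and 100% = buffer with substrate but no TDP2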
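System: recombinant human TDP2 / Amount: 120 nM TDP2 per well / Also added: 5 mM T5PNP chromogenic substrate / Doses: 12.8 µM single point, 1% DMSO / Incubation: 2 h at 37 °C / Detection: p-Nitrophenol epi absorbance / Evaluation: % inhibition relative to enzyme-containing and enzyme-free wells / Repeats: singlicate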
PLC-gamma1 inh = PLC-gamma1 enzyme inhibitors, primary screen, biochemical, fluorescence, purified enzyme. 1-phosphatidylinositol 4,5-bisphosphate phosphodiesterase gamma-1 (Homo sapiens), P19174. fluorogenic substrate. inhibition, % at 12.2 µM. 370,000 compounds, 0.84% hits; in the data active = inhibition above about 9.5%
SIAE inh = human SIAE inhibitors, primary screen, biochemical, fluorescence polarization, FP-Rh probe, 1536-well HTS. inhibition, % at 9.66 µM. SIAE FP-Rh probe binding. 370,000 compounds, 0.69% hits. Sialate O-acetylesterase (Homo sapiens), Q9HAT2;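 active = inhibition above a cutoff: mean of compounds within the control limits plus 3 SD of those, cut at about 17% in these data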;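 also: 0% = plate median of compound wells and 100% = probe without SIAE protein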
Tn7 DDE FP = inhibitors of Tn7 peptide binding to fibrin DD(E), primary screen, biochemical, fluorescence polarization, human fibrin, Tn7 probe; Fibrinogen beta chain (Homo sapiens), P02675; FP displacement of FITC-Tn7 peptide from fibrin DD(E); 0% = median of compound wells per plate; inhibition, % at 8.3 µM; 370,000 compounds, 0.13% hits;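 active = inhibition above the mean of compounds falling within the control limits plus 3 SD of them, cut at about 14% in these data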;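 also: 0% = plate median of compound wells and 100% = 10 µM Aha-Tn7 peptide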
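Measure: % inhibition scaled between sample-field median and high-control FP; Test system: human fibrin DD(E); Quantity: 2 µM final DD(E) protein; Doses: one dose, 8.3 µM nominal; Schedule: compound with protein 10 min, then 3 h after probe, room temperature; Detection: fluorescence polarization; Medium: Tris buffer with calcium and detergent, pH 7.8.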
ASAP1 GAP inh = inhibitors of human ASAP1 ArfGAP activity, primary screen, biochemical, fluorescence polarization; AID 624377, 2012; inhibition, % at 16.5 µM; 360,000 compounds, 0.19% hits; ASAP1-stimulated ARF1 GTP hydrolysis, GDP FP detection; in the data active = inhibition above about 25%;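 also: 0% = vehicle with enzyme and substrate and 100% = no enzyme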
Target sequence (Q9ULH1 325-724 limits assumed): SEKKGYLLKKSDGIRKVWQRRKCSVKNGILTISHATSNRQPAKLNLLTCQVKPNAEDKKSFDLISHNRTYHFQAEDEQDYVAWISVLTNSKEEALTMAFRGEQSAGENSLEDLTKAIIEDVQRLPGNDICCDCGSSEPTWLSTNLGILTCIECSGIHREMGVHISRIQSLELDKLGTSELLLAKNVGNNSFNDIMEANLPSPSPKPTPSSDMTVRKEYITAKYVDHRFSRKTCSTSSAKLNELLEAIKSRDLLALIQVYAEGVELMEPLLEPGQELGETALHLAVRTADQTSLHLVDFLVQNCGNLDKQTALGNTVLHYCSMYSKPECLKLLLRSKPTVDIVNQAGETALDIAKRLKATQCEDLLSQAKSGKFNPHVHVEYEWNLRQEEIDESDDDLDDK
ARFGAP1 inhibitor = inhibitors of rat ARFGAP1 GAP activity, primary screen, biochemical, fluorescence polarization, GDP tracer. Arfgap1-stimulated ARF1 GTP hydrolysis, GDP FP detection. ADP-ribosylation factor GTPase-activating protein 1 (Rattus norvegicus), Q62848. 360,000 compounds, 0.26% hits. AID 651572, 2012. inhibition, % at 16.5 µM;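 active = inhibition above a per-plate limit, mean inhibition of low control wells plus 3 SD, cut at about 25% in these data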;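 also: 0% = DMSO wells with enzyme and 100% = wells lacking Arfgap1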
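material = rat Arfgap1 catalytic domain, aa 1-136 | also added = human ARF1(Δ1-17)-GTP substrate | compound dosing = one concentration, 16.5 µM, DMSO 1.26% | times = GTP hydrolysis reaction 2 h at 25 °C | measured by = FP, GDP Alexa 633 tracer displaced from anti-GDP antibody, 620/688 nm | evaluation = percent inhibition of Arfgap1-stimulated GTP hydrolysis | replication = single well per compound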
* = called active by the depositor. Hits appear at their usual frequency. Share with any hit: about 3.6%.

PLCb3 inh,ADAM17 inh,Tn6 DDE FP,ADAM10 inh,TDP2 inh,PLC-gamma1 inh,SIAE inh,Tn7 DDE FP,ASAP1 GAP inh,ARFGAP1 inhibitor,mol
-6,-2,0,-2,-10,0,13,2,-12,0,CC1=C(C(=O)NCc2ccc(Cl)cc2)C2(CCC(C)CC2)OC1=O (configuration not stated)
-4,-7,3,-3,-5,-4,-6,4,-8,4,Cc1ccc(NC(=O)CCN2C(=O)c3cccc([N+](=O)[O-])c3C2=O)c(Br)c1
-5,-7,2,-9,9,-1,-8,4,6,-1,Cc1c(-c2ccc(Br)cc2)[n+](=O)c2c(n1[O-])CCCC2
-11,-3,-5,-6,2,-4,2,4,2,2,O=c1o[nH]c(-c2ccccc2)c1-c1ccccc1
-3,1,-2,8,19,4,7,-1,2,-11,COc1ccc(NC(=O)CN(C)S(=O)(=O)c2ccc3c(c2)CC(C)N3C(C)=O)cc1OC (configuration not stated)
0,-1,-5,0,2,-1,-8,8,-1,-1,COc1ccc(C2(C(=O)NCC3CCCO3)CCOCC2)cc1 (configuration not stated)
-102,-31,-8,-86,-5,-94,-1,-3,2,-12,CNc1oc(-c2ccccc2Cl)nc1C#N
-8,-7,-1,-2,5,-2,-2,9,12,18,CCOC(=O)C1=C(CN2CCOCC2)NC(=O)NC1c1cccc([N+](=O)[O-])c1 (configuration not stated)
17*,10*,6,12,-18,7,-4,5,10,12,CCN(CC)S(=O)(=O)c1ccc(C(=O)OCn2nnc3ccccc3c2=O)cc1
3,-3,-2,2,10,1,-27,1,-11,-9,COc1cccc(NC(=O)Nc2nnc(Cc3ccc(OC)c(OC)c3)s2)c1
-3,-2,2,-1,-3,0,-2,-3,6,12,O=C(COC(=O)c1ccc(Br)cc1)NCCc1ccccc1
-4,0,1,-12,-8,0,-6,4,-8,-5,O=C(O)c1ccc([N+](=O)[O-])cc1Sc1ccsc1
-7,0,5,4,-2,0,1,-1,9,6,O=C(NC(=S)Nc1ccc2nc[nH]c2c1)c1ccccc1
2,-7,4,-44,6,-5,-2,10,10,0,COc1ccccc1OC(C)C(=O)Nc1ccc2c(c1)n(C)c(=O)n2C (configuration not stated)
-2,1,3,6,2,0,-6,-2,7,-2,NS(=O)(=O)c1ccc(NC(=O)COC(=O)CCC2CCCCC2)cc1
-22,14*,-2,24*,-5,-20,-3,-5,23,-2,COCCN=c1scc(-c2cccs2)n1/N=C/c1ccc(O)c(O)c1O
3,0,4,-2,-5,8,-2,-1,-9,-6,Cc1ccsc1/C=N/Nc1nc(=O)[nH]nc1C
-5,1,8,4,-9,1,-1,-1,-10,6,CC(C)CNS(=O)(=O)c1ccc(S(=O)(=O)N2CCC(N3CCCCC3)CC2)cc1
-23,-1,-1,0,-2,-20,0,3,15,-6,CNC(=O)/C=C1\NC(C)(C)Cc2ccccc21
-1,-2,-3,-1,-6,1,-1,7,-9,-1,Cc1cccc(C)c1OCCn1nc(C(=O)O)c2ccccc2c1=O
-1,2,4,7,-13,-9,10,-5,0,1,Cc1ccc(N(CC(=O)N/N=C/c2cccc(Br)c2)S(C)(=O)=O)cc1
3,1,2,7,6,2,3,-5,4,7,Cc1csc(NC(=O)CSc2nnc3c4ccccc4nc(C(C)(C)C)n23)n1
-3,-3,-6,2,-5,3,-17,-7,-11,0,CCN(CC(=O)NCc1ccc(F)cc1)C(=O)c1ccc2c(c1)OCO2
7,-3,-1,-6,7,6,4,10,1,-3,CCOC(=O)C1CCCN(C(=O)COc2ccccc2O)C1 (configuration not stated)
-4,7,-1,7,-14,1,-6,-2,14,11,COc1cccc(OCc2ccc(Cl)cc2)c1C#N
-1,0,-3,10,1,6,3,-1,6,-10,O=C(CC(C(=O)O)C1CCCO1)NCc1ccccc1 (configuration not stated)
-6,-4,-3,-3,-10,11*,-7,-1,10,7,COc1ccc(C(CCN(Cc2ccc(OC)c(OC)c2)C(C)=O)C(C)C)cc1 (configuration not stated)
-2,-1,-5,2,10,-2,2,-4,9,-8,CC1CCCN(C(=O)c2ccc3c(=O)n(Cc4ccc5c(c4)OCO5)c(=S)[nH]c3c2)C1 (configuration not stated)
-9,-2,0,5,-7,-6,0,-2,-15,4,COc1ccccc1C(=O)Nc1ccc(S(=O)(=O)Nc2nccs2)cc1
3,-2,-7,-37,0,5,-4,-5,-4,-2,O=C(CSc1nnnn1-c1ccccc1)N1CCN(C(=O)c2ccco2)CC1
-4,-1,-7,-6,1,3,-2,-4,1,-5,Cc1nnc(SCC(=O)NNC(=O)COc2ccc(Br)cc2)n1C
-29,0,3,5,0,-29,2,9,1,-1,CN(C)c1ccc(/C=N/NC(=O)c2cccc(N3CCCC3=O)c2)cc1
2,5,-6,3,10,2,0,-5,0,10,COc1ccc(NC(=O)Cn2ncc(Cl)c(Cl)c2=O)cc1S(=O)(=O)N1CCOCC1
-4,-1,1,-8,9,0,-2,4,7,2,CC1CC(C)CN(C(=O)COC(=O)c2ccc(Cl)nc2)C1 (configuration not stated)
0,-1,0,0,2,2,-5,-1,11,10,CCCCn1nnnc1NCc1ccc(OC)c(OC)c1OC
-8,-2,-14,-5,-18,4,-2,-4,5,8,COC(=O)c1nnn(CC(=O)NC(=O)Nc2cccc(Cl)c2C)c1C(=O)OC
-3,-2,2,-6,11,-5,5,1,6,-10,COc1ccc(/C=N/OCC(=O)N(Cc2ccccc2)c2ccccc2C(=O)O)cc1
2,8,-1,16,-22,8,2,-4,10,8,O=C(CN1CCCCCC1)N1c2ccccc2Sc2ccc(C(F)(F)F)cc21
-1,1,-3,-1,3,0,1,-1,7,-2,CCc1ccccc1NC(=O)CCN1C(=O)C2C3CCC(C3)C2C1=O (configuration not stated)
-2,0,1,7,-1,7,-5,3,8,-4,COc1ccc(S(=O)(=O)Nc2ccc3c(c2)OCCO3)cc1Cl
7,4,7,6,-4,3,3,-4,12,4,COc1ccc(Nc2nc(NC(C)(C)C)nc(N3CCOCC3)n2)c(OC)c1
2,-3,1,-10,0,2,0,7,-11,5,Cc1nc2ccccc2nc1OCc1ccc([N+](=O)[O-])cc1
-29,-2,0,-15,-10,-17,13,-1,23,13,C(=N\Nc1nc2ccccc2[nH]1)/c1ccc2c(c1)OCO2
1,-2,1,2,9,0,3,-7,2,-11,CCOC(=O)CN1C2=NCCN2c2ccccc21
-3,-2,2,4,11,1,0,0,2,11,CC(=O)Cc1nsc(NC(=O)c2ccco2)n1
-2,-6,-10,-1,0,-1,-6,3,-11,12,COc1ccccc1C1CCN(c2ccc([N+](=O)[O-])cn2)CC1
3,-2,0,3,22,2,-6,5,-6,8,Cn1c(/C=C/c2ccc(Br)cc2)c([N+](=O)[O-])c(=O)n(C)c1=O
-12,-5,2,-16,-11,-9,-5,-3,0,4,Cc1cc(SCC(=O)c2cc3ccccc3o2)nc2ccccc12
-10,-5,-4,1,-14,-10,-1,4,3,7,Cc1ccc(S(=O)(=O)N2CCN(c3nc4ccccc4nc3-n3nc(C)cc3C)CC2)cc1
-5,-3,2,-17,-4,-1,-2,8,0,9,NC(=O)c1ccccc1OCC(=O)Nc1ccc2c(c1)CCC2
3,2,1,11,-3,-2,-4,-3,5,4,Cc1cc2n(n1)SC(Nc1ccc(F)c(Cl)c1)N2 (configuration not stated)
5,-10,-2,-7,-3,6,-10,2,18,-6,Cc1ccccc1NC(=O)c1ccc2c(c1)CCN2S(C)(=O)=O
-5,0,-3,-10,-14,-1,4,-9,3,0,Fc1cccc(CSc2ccc(-c3ccco3)nn2)c1
-5,-13,6,-40,-4,-6,-1,-3,-7,1,CCCNC(=O)c1cc2ccccc2c(=O)o1
1,1,-2,8,-5,5,4,3,-4,8,CCc1ccc(N(C(=O)c2csnn2)C(C(=O)NC(C)(C)CC)c2ccccn2)cc1 (configuration not stated)
-109,-10,4,-29,19,-88,15,4,-2,-15,CC(C)c1ccc(CNc2ccc(N3CCOCC3)cc2)cc1
-5,-4,0,-2,4,4,13,5,18,-9,COCCN(C(=O)c1ccc2c(c1)C(=O)N(c1ccccc1Cl)C2=O)c1c(N)n(CC(C)C)c(=O)[nH]c1=O
6,-3,5,1,1,1,3,-1,0,-6,O=C(CSc1ncn[nH]1)N1CCN(S(=O)(=O)c2ccccc2)CC1
-32,-2,1,-15,-2,-16,-37,-1,-10,2,CCOC(=O)c1sc2nc3c(SCCC(=O)O)cc(C(=O)c4cc(OC)ccc4O)cn3c(=O)c2c1C
-4,-7,-2,1,5,1,-6,-7,-13,8,C=CCn1cnc2c(oc3ccccc32)c1=O
-6,2,2,7,-19,2,6,1,-9,3,COc1ccc2c(C(=O)CN3CCSCC3)c[nH]c2c1
-12,-3,-2,3,-10,-3,-2,-1,-2,10,O=C(CCN1CCN(c2ccccc2F)CC1)Nc1ccccc1Cl

Assay outcomes deposited in PubChem by The Scripps Research Institute Molecular Screening Center.
